Bioassay records (PubChem BioAssay)
ABCB6 inh 2: human ABCB6 transporter inhibition. K562-ABCB6 porphyrin accumulation, flow cytometry, 1 h; hits give low values. fluorescence ratio to DMSO, % at 10 µM. 360,000 tested, 0.19% active. AID 602162;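 active = fluorescence ratio to DMSO below 75%, the collection mean minus 3 SD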;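 note: signal is porphyrin accumulated inside mitochondria; 100% equals median channel fluorescence of DMSO control wells; lower ratio means ABCB6 inhibition with less porphyrin fluorescence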
H9c2 protect: myocardial damage modulation in H9c2 cells | H9c2 cardiomyocytes, H2O2 injury protection, ATPLite, 2 h | protection from H2O2 cell death, % at 20 µM | 360,000 tested, 0.63% active;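 active = compounds giving at least 50% protection of heart cells from peroxide-induced death in the single-dose screen, raw or plate-pattern-corrected value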;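 note: 0% = DMSO wells with peroxide and 100% = DMSO wells without peroxide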
Glyco luc inh: N-linked glycosylation inhibition | reporter increase, % at 12.5 µM | AID 588692 | 360,000 tested, 0.23% active | D54 ERlucT glycosylation luciferase reporter, 24 h; percent of 100 nM tunicamycin response;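 active = mean luciferase reporter signal, scaled so untreated is 0 and the glycosylation-blocking control 100, at or above a set limit in every replicate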;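 note: luciferase carries N-glycosylation sites so blocking glycosylation raises the light; 0% = median of neutral control wells and 100% = median of 100 nM tunicamycin wells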
HTR2A ag: mouse HTR2A agonism via beta-arrestin recruitment. P35363. AID 624169. 360,000 tested, 0.66% active. activation, % at 7.6 µM. CHO-K1 mHTR2A beta-arrestin complementation, luminescence; percent of 30 µM serotonin response;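 active = activation above a run cutoff, the mean activation of all tested compounds plus 3 SD, cut at about 14% in these data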;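 note: 0% = plate median of compound wells and 100% = 30 µM serotonin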
Target sequence (P35363 whole entry, looked up): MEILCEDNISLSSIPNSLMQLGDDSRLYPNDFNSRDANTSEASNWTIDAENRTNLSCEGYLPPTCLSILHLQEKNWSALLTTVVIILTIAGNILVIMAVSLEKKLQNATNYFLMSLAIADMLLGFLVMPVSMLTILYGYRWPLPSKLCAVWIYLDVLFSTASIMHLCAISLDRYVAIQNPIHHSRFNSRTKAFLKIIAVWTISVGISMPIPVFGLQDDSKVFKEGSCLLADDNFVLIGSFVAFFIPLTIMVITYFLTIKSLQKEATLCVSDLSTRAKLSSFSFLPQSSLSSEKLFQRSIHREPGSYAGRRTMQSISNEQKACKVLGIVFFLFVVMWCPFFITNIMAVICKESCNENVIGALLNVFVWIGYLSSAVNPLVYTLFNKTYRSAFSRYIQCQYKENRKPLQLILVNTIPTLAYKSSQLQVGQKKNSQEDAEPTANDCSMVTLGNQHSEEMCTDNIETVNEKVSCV
hiPSC survival: increases survival of single human iPS cells; 360,000 tested, 0.044% active; AID 602274; hiPSC single-cell survival, ATPlite luminescence; 100% = ROCK inhibitor wells, 0% = DMSO; survival enhancement, % at 20 µM; in the data active = survival enhancement above about 18%;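 note: cells exposed to compounds for 16 hours before the ATP read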
Exocytosis inh: lytic granule exocytosis inhibition; TALL-104 LAMP-1 surface exposure, flow cytometry; cells stimulated with thapsigargin and PMA; inhibition, % at 10 µM; 360,000 tested, 0.66% active; AID 651702;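 active = inhibition above about 55%, limit read from the data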
PDI turbidity: PDI (human) enzyme inhibition. P07237. PDI insulin aggregation turbidity, A650, 90 min. inhibition, % at 10 µM. 350,000 tested, 0.052% active. AID 588391;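 active = mean inhibition across replicates of 30% or more, whatever share of single replicates reach that level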;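 note: absorbance from insulin aggregation driven by PDI reduction with DTT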
Target sequence (P07237 whole entry, looked up): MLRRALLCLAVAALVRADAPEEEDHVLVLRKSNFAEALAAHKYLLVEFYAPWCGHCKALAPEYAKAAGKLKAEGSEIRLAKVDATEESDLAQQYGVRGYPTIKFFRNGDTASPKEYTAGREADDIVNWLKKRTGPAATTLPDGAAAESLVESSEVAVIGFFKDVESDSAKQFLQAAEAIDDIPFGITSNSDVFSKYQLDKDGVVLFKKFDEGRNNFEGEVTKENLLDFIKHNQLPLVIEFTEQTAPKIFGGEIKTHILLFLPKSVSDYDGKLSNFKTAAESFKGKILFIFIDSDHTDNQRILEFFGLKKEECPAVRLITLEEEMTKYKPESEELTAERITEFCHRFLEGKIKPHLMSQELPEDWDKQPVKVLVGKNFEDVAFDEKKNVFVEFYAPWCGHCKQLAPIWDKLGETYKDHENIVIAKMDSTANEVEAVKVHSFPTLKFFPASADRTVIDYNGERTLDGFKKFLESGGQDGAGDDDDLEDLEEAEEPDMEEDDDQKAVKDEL
Vif imaging: blocks HIV Vif function; HEK293T cells, Vif self-association by quenched fluorescence, imaging, 24 h; inhibition, % at 7.49 µM; AID 602346; 340,000 tested, 0.35% active; in the data active = inhibition above about 50%, passing the limit was not always enough; note: some results filed as inactive read as strong as hits
aDG glyco act: increases alpha dystroglycan glycosylation; activation, % at 10 µM; 360,000 tested, 0.22% active; AID 624168; Pro5-aDG cells, alpha-DG glycosylation AlphaScreen (IIH6); 0% Pro5, 100% B10-LARGE cell signal;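 active = activation of at least 8% versus controls, or a plate z-score of at least 8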;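 note: Pro5 are CHO cells carrying HIG-tagged alpha-DG that lacks glycosylation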
CaV13 FRET inh: Primary screen for inhibitors of IQ motif and Ca2+-dependent inactivation inhibitor domain binding in CACNA1D, Förster resonance energy transfer in living cells, … | HEK cells, CFP/YFP FRET ICDI-IQ, plate reader, 10 min; percent FRET-ratio fall versus neutral wells | inhibition, % at 12.3 µM | 340,000 tested, 0.098% active;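 active = mean replicate inhibition of at least 30% and at least 1% of replicates passing that level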;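 note: 0% = median of the neutral control wells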
An asterisk follows results filed as active; . = no result given.

SMILES | ABCB6 inh 2 | H9c2 protect | Glyco luc inh | HTR2A ag | hiPSC survival | Exocytosis inh | PDI turbidity | Vif imaging | aDG glyco act | CaV13 FRET inh
CCOC(=O)c1sc(NC(=O)Nc2ccc(Cl)cc2)cc1C | 89 | -21 | -2 | 1 | -2.2 | 9 | 11 | -38 | -0.4 | -4
C=C1C(C(=O)Nc2ccc(F)cc2)C1C(=O)Nc1ccc(F)cc1 (centres undefined) | 98 | 1 | 0 | -1 | -3.2 | -4 | 3 | 1 | 0.3 | -4
O=C(N/N=C/c1cccc(OC(=O)c2ccc([N+](=O)[O-])cc2)c1)c1cccnc1 | 94 | -2 | 2 | 1 | 0.9 | 2 | -6 | 7 | 0.0 | -7
COc1ccc(C)cc1NC(=O)c1nn(-c2ccccc2)cc1OC | 96 | 8 | 4 | 6 | -0.5 | 100* | -6 | 2 | 2.5* | -4
Cc1cc(OCC(=O)N2CCC(C(N)=O)CC2)c2c(C)cc(=O)oc2c1 | 100 | 9 | 0 | -1 | -0.9 | 1 | . | 0 | -0.1 | .
CN(C(=O)c1ccc2c(=O)n3c(nc2c1)CCCCC3)c1ccccc1F | 100 | 2 | 0 | -1 | -0.5 | 2 | -5 | -7 | -0.3 | -2
Cc1noc(NS(=O)(=O)c2ccc(NC(=O)CCC3CCCC3)cc2)c1C | 113 | 2 | -1 | -1 | 0.2 | 0 | -2 | 8 | 0.0 | .
C=CCN1C(=O)S/C(=C/c2ccc(Sc3nc4ccccc4[nH]3)o2)C1=O | 105 | -15 | -10 | 0 | 0.3 | 8 | 15 | -22 | 2.5 | -15
Fc1cccc(Cl)c1CSc1nnc(CNc2ccccc2)o1 | 91 | -10 | -1 | 1 | 0.0 | 4 | 0 | 5 | 0.3 | -1
C=C(C)C1CC=C(C)/C(=N\NC(=O)CNc2ccccc2OC)C1 (centres undefined) | 102 | 1 | 0 | 2 | -1.5 | -1 | -5 | . | 0.2 | -4
CCS(=O)(=O)n1nc(-c2ccc(Cl)cc2)nc1SC | 95 | -5 | -1 | -3 | 2.1 | -2 | 1 | -3 | -0.1 | -6
O=C(CCc1ccccc1)C(=O)N1CCCC(C(=O)c2cccc(Cl)c2)C1 (centres undefined) | 97 | -10 | -1 | -8 | -2.1 | 1 | 7 | 1 | -0.1 | -4

Three entries from above, sorted by SMILES length, smallest number first:
SMILES | ABCB6 inh 2 | H9c2 protect | Glyco luc inh | HTR2A ag | hiPSC survival | Exocytosis inh | PDI turbidity | Vif imaging | aDG glyco act | CaV13 FRET inh
CCOC(=O)c1sc(NC(=O)Nc2ccc(Cl)cc2)cc1C | 89 | -21 | -2 | 1 | -2.2 | 9 | 11 | -38 | -0.4 | -4
Cc1noc(NS(=O)(=O)c2ccc(NC(=O)CCC3CCCC3)cc2)c1C | 113 | 2 | -1 | -1 | 0.2 | 0 | -2 | 8 | 0.0 | .
O=C(N/N=C/c1cccc(OC(=O)c2ccc([N+](=O)[O-])cc2)c1)c1cccnc1 | 94 | -2 | 2 | 1 | 0.9 | 2 | -6 | 7 | 0.0 | -7

Following part
SMILES | ABCB6 inh 2 | H9c2 protect | Glyco luc inh | HTR2A ag | hiPSC survival | Exocytosis inh | PDI turbidity | Vif imaging | aDG glyco act | CaV13 FRET inh
O=C(COC(=O)C1CC2CCCC(C1)C2=O)Nc1ccc(Cl)cn1 (centres undefined) | 99 | 7 | 5 | 7 | 0.3 | -3 | 2 | -6 | 0.0 | -1
COc1ccc(OC)c(-n2c(C)nc3cc(C(=O)O)ccc32)c1 | 102 | -4 | -2 | -4 | 0.8 | -3 | 6 | -5 | 0.1 | .
CC(C)[C@H](NC(=O)c1ccc(Cl)cc1)C(=O)OCC(=O)N1CCN(c2ccccc2)CC1 | 97 | -1 | -1 | -2 | 0.4 | 0 | 12 | -16 | 0.4 | -9
Cc1ccc(CNc2nc3c([nH]2)c(=O)n(C)c(=O)n3C)cc1 | 104 | -17 | 4 | 2 | 2.0 | -2 | 8 | -12 | 0.1 | .
CCOC(=O)N1CCN(c2c(N3CCc4ccccc4C3)c(=O)c2=O)CC1 | 101 | -2 | -1 | 0 | 1.0 | -7 | 12 | 4 | 0.0 | -6
CC1(C(=O)NCc2cccc3ccccc23)CCN1Cc1ccc(OC(F)(F)F)cc1 (centres undefined) | 94 | -17 | -5 | 2 | 5.0 | -4 | 1 | 12 | 0.6 | -5
O=C(NCC1CC1)c1ccccc1Cl | 103 | 3 | -1 | 6 | 5.6 | 5 | -1 | -4 | -0.2 | -19
CCOC(=O)c1ccc(N/C(=N\S(=O)(=O)c2ccccc2C)c2ccccc2)cc1 | 90 | 2 | -2 | -3 | 0.1 | 0 | 4 | 1 | 0.3 | -5
O=C(Cn1c(SCc2ccccc2)nc2ccccc21)N1CCOCC1 | 97 | 7 | 0 | 0 | 7.9 | 0 | 5 | -7 | -0.4 | -4
N#CCCC(C#N)(c1cccnc1)N1CCOCC1 (centres undefined) | 97 | 4 | 0 | -1 | 3.9 | -2 | 5 | -8 | -0.1 | -16
Cc1cccc(/C=C2\CCC(C3CCCC3)C2=O)c1 (centres undefined) | 107 | -9 | 1 | -4 | 2.0 | 3 | 3 | -18 | 0.6 | -2
COc1cccc2[nH]c(C(=O)NCC3CCCO3)cc12 (centres undefined) | 106 | 0 | 0 | -2 | -0.1 | -4 | -15 | -10 | 0.1 | -19
CC1=C(C(=O)NCc2ccccc2)C(c2ccccc2OCC(N)=O)NC(=O)N1 (centres undefined) | 95 | 4 | 2 | 1 | 0.6 | 0 | 19 | . | 0.1 | .
Cc1ccc(C(=O)N/C(=C\c2cccs2)C(=O)N2CCOCC2)cc1C | 98 | -4 | 0 | -5 | -0.4 | -4 | -2 | -4 | 0.3 | -5
O=C(NCC(=O)N(c1ccc2c(c1)OCCO2)C(C(=O)NC1CCCC1)c1ccco1)c1ccco1 (centres undefined) | 108 | 32 | -1 | 6 | -1.4 | -4 | 8 | 9 | 1.0 | 0
COc1ccc(OC)c(-c2cc(C(=O)N3CCN(c4ccccc4)CC3)no2)c1 | 103 | -5 | -1 | 27* | -1.2 | 0 | . | 0 | -0.4 | -7
O=C1C=C(c2ccccc2Oc2ccccc2)C[C@@H](c2ccc3c(c2)OCO3)C1 | 96 | -22 | -3 | -2 | 2.3 | -1 | 1 | -3 | 0.1 | -9
O=C(NC(=S)N1CCCCC1c1cccnc1)c1ccccc1 (centres undefined) | 98 | 2 | 2 | 4 | -2.1 | -6 | . | 16 | 0.0 | .
COc1ccc2[nH]c(=O)c(CN(c3ccccc3)S(=O)(=O)c3ccccc3)cc2c1 | 94 | 29 | -1 | 7 | -0.4 | -3 | 0 | -7 | 0.0 | -3
COc1ccc(CNC(=O)CSc2nnc(-c3ccc(NC(C)=O)cc3)n2C)cc1 | 98 | 11 | 4 | 0 | 3.2 | 0 | -3 | -5 | -0.3 | -8
CN(C)c1nccc(Nc2ccccc2)c1C#N | 99 | -5 | -1 | 1 | -0.1 | -4 | 15 | -2 | 0.6 | -2
COc1cc2oc(=O)cc(CN3CCCC3)c2cc1Cl | 101 | 7 | 3 | -4 | 0.3 | 6 | . | . | -0.1 | -9
O=C(NCc1ccco1)C1CCCN(S(=O)(=O)c2ccc(-n3cnnn3)cc2)C1 (centres undefined) | 89 | -5 | -3 | 1 | 0.1 | -2 | -1 | 9 | -0.2 | -2
CCOc1ccc(CCNC(=O)/C=C/c2ccco2)cc1OCC | 93 | -2 | 1 | 19* | -0.3 | 0 | 4 | -4 | -0.1 | -4
O=C(CNC(=O)c1ccc(Oc2ccccc2)cc1)OC1CCCCC1=O (centres undefined) | 92 | 5 | -1 | -3 | 0.4 | -1 | 7 | -8 | 0.0 | .
COc1ccc(/C=N/NC(=O)c2ccccc2O)cc1Cn1cc(Cl)cn1 | 110 | 10 | 3 | -8 | 1.9 | -4 | 3 | 4 | 0.1 | -6
O=C(NNC(=O)c1ccccc1-n1cccc1)c1cncc(Br)c1 | 100 | 2 | 1 | -1 | 0.5 | -4 | 0 | -4 | 0.0 | -5
CCCNc1nc(Cl)nc(Nc2ccc(Cl)cc2)n1 | 93 | -13 | 1 | -4 | -0.5 | -19 | -10 | 2 | 0.2 | -21
CCC(=O)N(CC)C1=C(O)c2ccccc2C(=O)C1=O | 113 | -10 | 10 | -2 | 0.5 | 92* | 1 | 13 | 0.2 | -8
O=C(COC(=O)Cc1ccc(Cl)cc1)Nc1c(F)cccc1F | 93 | 1 | 1 | 4 | -1.3 | -5 | -1 | 8 | -0.3 | -1
CCc1ccccc1NC(=S)N(CCN1CCOCC1)C1CCN(C(C)=O)CC1 | 107 | 10 | 2 | 0 | 0.5 | 0 | 1 | 0 | 0.1 | -15
N#Cc1ccc(Oc2c(Cl)cncc2Cl)cc1 | 98 | 4 | -4 | -1 | 0.0 | -7 | 2 | 5 | 0.0 | -4
Cc1cc(CSc2ccccc2C(=O)O)on1 | 97 | -5 | 1 | -4 | 0.1 | -11 | 1 | -6 | -0.1 | -3
CCN(CC)C(=O)C1=C(C)N(CCC2=CCCCC2)C(=O)C(CC(=O)NC2CCCC2)C1 (centres undefined) | 105 | -1 | 0 | 13 | -3.3 | 2 | -3 | -2 | 0.4 | -6
COc1ccc(-n2c(=O)c3c4c(sc3n3c(=S)[nH]nc23)COC(C(C)C)C4)cc1 (centres undefined) | 94 | 2 | 4 | 0 | 0.0 | -2 | 3 | 2 | -0.1 | -21
CCOC(=O)c1cnn(-c2nc(C)cc(C)n2)c1N | 93 | 5 | 0 | 1 | -4.9 | -1 | 6 | 11 | 0.2 | -5
CCOC(=O)N/N=C(\C)c1cccs1 | 98 | 8 | 1 | 1 | 1.4 | 5 | 2 | 8 | -0.4 | -6
CCCNC(=O)C1(C)CCCN(C(=O)c2ccc(OC)cc2OC)C1 (centres undefined) | 98 | 7 | 3 | 2 | -0.5 | -5 | 8 | -2 | -0.1 | -4
O=C(c1sc2ccccc2c1Cl)N(Cc1cccs1)C1CCS(=O)(=O)C1 (centres undefined) | 97 | 4 | 0 | -4 | 0.6 | -1 | . | 2 | 1.2 | -5
Cc1cccc(C(CC(=O)NCCc2ccccc2)c2ccccc2)c1O (centres undefined) | 92 | -8 | -4 | -2 | 0.1 | 42 | 5 | -2 | 0.3 | -2
CC(C)C(NC(=O)c1ccccc1)C(=O)NCC(c1ccccc1)N(C)C (centres undefined) | 103 | -2 | -1 | -2 | -0.9 | 0 | 13 | -3 | 0.8 | -9
COc1ccccc1N1CCN(C(=O)CCc2nnc3ccc(N4CCCC4)nn23)CC1 | 104 | 16 | 3 | 3 | -0.6 | -14 | 5 | 5 | 0.2 | -2
Cn1nccc1C(=O)OCC(=O)Nc1ccccc1 | 98 | 2 | 1 | 5 | -0.4 | -7 | 10 | -14 | -0.1 | -3
CC(C)C[C@H](NC(=O)NCc1ccc(F)cc1)C(=O)O | 97 | 1 | 2 | 3 | -0.7 | -1 | -3 | 6 | -0.1 | 1
CN1C(=O)CC(N2CCN(c3ncccn3)CC2)C1=O (centres undefined) | 94 | -2 | 3 | 4 | 0.3 | 1 | 8 | -3 | -0.1 | -4
CC(CNC(=O)CCC(=O)N1CCOc2ccc(Cl)cc21)c1ccccc1 (centres undefined) | 94 | 4 | 0 | 10 | -3.7 | 1 | . | 2 | 0.0 | -5
